# MCF10A rerep: A quantitative high throughput screen for small molecules that induce DNA re-replication in MCF 10a normal breast cells | MCF 10A DNA re-replication, Hoechst nuclear intensity, 48 h | Potency, µM (top dose mostly 46.1 µM), inactives show top-dose activity, positive = re-replication, most hits filed as activators | 350,000 compounds, 2.9% hits; further: potency means the concentration at half of the fitted maximal effect; % of control where 0% means no effect; nearly all actives have a fitted effect of over 50% in size
# Nrf2 activator: qHTS of Nrf2 Activators; AID 624171, 2012; Potency, µM (series often up to 46.1 µM), for the others: at the top dose activation, actives largely listed as activators; 410,000 compounds, 0.31% hits; AREc32 ARE-luciferase reporter (MCF7-derived line), luminescence, 24 h; further: potency means the concentration at half of the fitted maximal effect; % of control where 0% means no effect; nearly all actives have a fitted effect of over 65% in size
#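 For detection, Steady-Glo was added and plates sat 30 min at RT; before that, AREc32_Fluc cells grown overnight in OPTI-MEM/5% FBS had been treated with 23 nL compound for 24 hr at 37 deg C.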
# HepG2 viability: qHTS for Inhibitors of TGF-b: Cytotox Counterscreen. HepG2 CAGA-GFP viability, ATP luminescence, 18 h. Potency, µM (doses to about 46.1 µM), without a hit: at the top dose activity change, negative = cytotoxicity, most hits filed as cytotoxic. 410,000 compounds, 0.76% hits. AID 588856, 2011; further: potency means the concentration at half of the fitted maximal effect; some results filed as inactive show a strong effect at the top dose
#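 CellTiter-Glo luminescence gave cytotoxicity after 18 hours at 37 degrees C. The cells were HepG2 CAGA-GFP in 1% FBS DMEM, stimulated with 500 pg/mL TGF-beta after compound addition. %Activity was normalised to no-cell wells (complete cell-killing) and DMSO (no toxicity), and curves were fitted and classified.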
# TGFb inhibitor: qHTS for Inhibitors of TGF-b; HepG2 CAGA-GFP TGF-b/SMAD3 reporter, GFP fluorescence, 18 h; TGF-beta stimulated, 500 pg/mL final; Potency, µM (series often up to 46.1 µM), for inactives: at the top dose activity, negative = inhibition, most hits filed as inhibitors; 410,000 compounds, 1.2% hits; AID 588855, 2011; further: potency means the concentration at half of the fitted maximal effect; on the % scale 0 is the no-effect control and ±100 the full control effect; nearly all actives have a fitted effect of over 65% in size
#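 GFP signal (ex488/em500-530) from TGF-beta-stimulated HEPG2 CAGA-GFP cells, 500 pg/mL final, 18 h at 37 degrees C in DMEM plus 1% FBS, normalized to unstimulated and DMSO-stimulated controls.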
# A549 tox: Nrf2 qHTS screen for inhibitors: counterscreen for cytotoxicity. A549 ARE-Fluc cells, CellTiter-Fluor viability, 18-24 h. Potency, µM (doses to about 46 µM), without a hit: at the highest dose activity change, negative = cytotoxicity, hits mostly inhibitors. 390,000 compounds, 0.16% hits. AID 504648, 2011; further: potency means the concentration at half of the fitted maximal effect; on the % scale 0 is the no-effect control and ±100 the full control effect
#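 A549 ARE_Fluc cells in 5% FBS OPTI-MEM were exposed to compounds in concentration-response for 18-24 h at 37 deg C. Viability was read by CellTiter-Fluor fluorescence (Ex 405/Em 525) after 30 min, before the luciferase read.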
# Nrf2 inh: Nrf2 qHTS screen for inhibitors; A549 ARE-Fluc reporter, luciferase luminescence, 18-24 h; Potency, µM (highest dose often 46 µM), for the others: at the top dose activity change, negative = inhibition, most hits filed as inhibitors; 360,000 compounds, 2.1% hits; AID 504444, 2011; further: potency means the concentration at half of the fitted maximal effect; on the % scale 0 is the no-effect control and ±100 the full control effect; nearly all actives have a fitted effect of over 60% in size
#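 Nrf2 function is reported as luminescence of an ARE-controlled luciferase in A549 cells. Compounds were tested at several concentrations, and a CellTiter-Fluor read on the same wells flagged cytotoxicity.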
# IL1B secr inh: qHTS for Inhibitors of Inflammasome Signaling: IL-1-beta AlphaLISA Primary Screen; AID 743279, 2014; THP-1 LPS/ATP IL-1B secretion, AlphaLISA, 16 h; hits give low values; 360,000 compounds, 4.7% hits; activity change, % at 57.5 µM; in the data active means activity change below about -50%; inconclusive means mostly about -30% to -49%; further: on the % scale 0 is the no-effect control and ±100 the full control effect
#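 THP-1 cells pretreated 1 hr with compounds (up to 57.5 uM final), then stimulated with LPS (250 ng/mL final) plus ATP (1.25 mM final); secreted IL-1B measured by AlphaLISA after 16 hr, decreased signal indicating inhibition.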
# ATXN viability: Viability Counterscreen for Primary qHTS for Inhibitors of ATXN expression; S2 cells (HEK-293 line with an ATXN2-luciferase reporter) viability, CellTiter-Fluor protease fluorescence, 24 h; 400,000 compounds, 0.49% hits; Potency, µM (series often up to 56.7 µM), most hits filed as cytotoxic; further: potency means the concentration at half of the fitted maximal effect; nearly all actives have a fitted effect of over 40% in size
# ATXN2 expr inh: Primary qHTS for Inhibitors of ATXN expression | HEK-293 ATXN2-luciferase reporter, luminescence, 24 h | Potency, µM (top dose mostly 57 µM), for inactives: at the highest dose activity change, negative = inhibition, most hits filed as inhibitors | 360,000 compounds, 0.72% hits; further: potency means the concentration at half of the fitted maximal effect; on the % scale 0 is the no-effect control and ±100 the full control effect; nearly all actives have a fitted effect of over 55% in size
#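 qHTS (up to 57 uM final) was run with 24 h compound exposure of reporter cells at 37 °C. Each well was multiplexed: SteadyGlo luminescence measured ATXN2-luciferase expression after a fluorogenic Gly-Phe-AFC viability readout (25 uM final).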
# * hit, by the source's call; i = inactive; ? = inconclusive; · = not tested or not shown. Unless noted, the call rests on the fitted dose curve; in most records, active means well fitted curve in the direction sought with a large enough effect; inconclusive means small, poorly fitted or top-dose-only effect, or another doubt; inactive means no such curve, though single readings can be large; an effect the other way counts as inactive or inconclusive.
# Each structure is followed by: MCF10A rerep, Nrf2 activator, HepG2 viability, TGFb inhibitor, A549 tox, Nrf2 inh, IL1B secr inh, ATXN viability, ATXN2 expr inh
COc1ccc(C(C(=O)NCC2CCCO2)N(C(=O)CNC(=O)c2ccco2)c2cc(C)ccc2C)cc1OC (stereo not given)
 : 10%, 0.2%, 11%, 3%, 0%, 3%, -14, i, 10%
O=C1C=C(c2cccnc2)CCC1
 : 1%, 0.4%, 5%, 0%, -2%, 5%, 31, i, 4%
c1ccc(-c2ccc(-c3nc(-c4cccnc4)no3)cc2)cc1
 : 17%, 0.5%, -35%, ?, 21%, ?, -17, i, -36%
Cc1cc(F)cc(-c2cc(C(=O)NCc3ccccc3)[nH]n2)c1
 : ·, -0.2%, -63%, ?, ·, ·, ?, i, 12%
CCn1c(C(=O)N2CCC(C(=O)NCc3ccc(OC)cc3)CC2)cc2sccc21
 : -1%, 2.3%, -8%, 3%, -16%, -16%, 6, i, -11%
O=C(c1cc(-c2ccncc2)nc2ccc(Cl)cc12)N1CCN(C(=O)C2CCCO2)CC1 (stereo not given)
 : 2%, 5.8%, 7%, -1%, -1%, ·, -5, i, -1%
CC1C(=O)N(Cc2cn(CC3CCCCC3)nn2)CCS(=O)(=O)N1Cc1ccc(-c2ccc(Cl)cc2)cc1 (stereo not given)
 : ·, -1.9%, -3%, ?, ·, ·, -6, ?, ?
CCOc1cc(S(=O)(=O)N2CCC(C(N)=O)CC2)ccc1F
 : ?, -0.6%, 2%, 2%, 23%, -15%, 1, i, 4%
OC1(c2ccc(Br)cc2)CCN(Cc2cccc(Br)c2)CC1
 : 5%, 2.4%, 11µM*, ?, -6%, -1%, -7, i, ·
O=C(NN1CCOCC1)NC12CC3CC(CC(C3)C1)C2
 : 1%, 0.0%, 10%, 1%, 0%, 2%, -18, i, -8%
CSCC[C@H](NC(=O)NCCc1ccc(F)cc1)C(=O)O
 : -3%, -0.8%, 0%, 20%, -4%, -11%, 4, i, -7%
CC(C)(C)NC(=O)C(c1ccncc1)N(Cc1cccs1)C(=O)Cn1nnc(-c2ccc(F)cc2)n1 (stereo not given)
 : 10µM*, 0.6%, -28%, -14%, -15%, 9.2µM*, 0, i, -2%
C=CCNc1ccc(F)c(F)c1N1CCCCCC1=O
 : -4%, -0.4%, 5%, 3%, 1%, -6%, 7, i, -21%
Cc1ccc2c(CC(=O)Nc3nnc(C(C)C)s3)coc2c1C
 : ·, 2.6%, -19%, 4%, -6%, -19%, ·, i, 2%
COc1ccc(NC(=O)CN(C)C(=O)CCSc2ccc(F)cc2)cc1
 : 8%, -0.4%, -24%, 0%, -2%, 3%, 9, i, 7%
COc1ccc(C(=O)OCC(=O)N2CCN(S(=O)(=O)c3ccc(C)cc3)CC2)cc1[N+](=O)[O-]
 : 2%, -0.2%, 1%, 9%, -1%, 11%, 0, i, -1%
COc1ccc(S(=O)(=O)N2CCOC2CNC(=O)C(=O)NCCCN2CCCC2=O)cc1OC (stereo not given)
 : ·, -1.1%, -26%, -9%, ·, ·, -14, i, ·
CCOC(=O)Cn1c(CN2CCc3ccccc3C2)nc2c1c(=O)n(C)c(=O)n2C
 : -2%, -0.5%, -20%, ?, -1%, ?, 40, i, -4%
CCOc1cc(CNCc2ccncc2)cc(Br)c1OCc1ccc(F)cc1
 : ?, 5.0%, -45%, -4%, -8%, ?, -84*, ?, ?
COc1ccc(CN2CCN(C(=O)Cn3ncn4cccc4c3=O)CC2)c(OC)c1OC
 : 8%, 0.4%, -36%, -16%, 1%, -25%, 3, i, -19%
CCOC(=O)c1ccc(N=c2sc(C(=O)OC)cc(=O)n2C2CC2)cc1
 : 9%, -1.1%, 0%, -9%, -11%, -8%, 14, i, 27%
CCCCC(=O)Nc1nnc(-c2ccco2)o1
 : -3%, 3.2%, -40%, -24%, 10%, -5%, 11, i, -5%
O=C(c1ccco1)N1CCN(C(=O)N2CCOCC2)CC1
 : ?, -0.9%, 3%, -2%, 4%, 3%, 13, i, 2%
O=C(O)CCC(=O)Nc1sc2c(c1C(=O)Nc1cccc3ccccc13)CCCCC2
 : 0%, 5.7%, -26%, 3%, -11%, -23%, 6, i, -5%
Cc1nn(-c2ccccc2)c(C)c1C(=O)NCc1ccc(F)cc1
 : -1%, -0.5%, 6%, -15%, -2%, 2%, 0, i, 15%
CCOc1ccccc1NC(=O)NC1CC2CCCC(C1)N2Cc1nnnn1CCc1ccccc1 (stereo not given)
 : 10%, -0.1%, -16%, 6%, -12%, ?, -8, i, 0%
CN(C)S(=O)(=O)c1ccc(C(=O)NCc2ccccc2)cc1
 : -2%, 0.2%, -4%, -11%, -6%, 6%, 10, i, -1%
CCOc1ccc(CCNC(=O)COC(=O)c2cccnc2Cl)cc1OCC
 : -23%, 0.0%, 12%, 5%, -4%, 7%, 3, i, -4%
CCN(CC)C(=O)c1cccc(NC(=O)C2CCN(C(=O)c3cccs3)CC2)c1
 : 13%, 3.9%, 13%, 3%, -5%, -18%, -7, ?, -18%
CCCNC(=O)N(C)C[C@H]1Oc2ncc(Br)cc2C(=O)N([C@H](C)CO)C[C@H]1C
 : ·, 0.2%, 3%, 1%, ·, ·, 31, i, 2%

# Some entries already given with just TGFb inhibitor.
Compound | TGFb inhibitor
CC1C(=O)N(Cc2cn(CC3CCCCC3)nn2)CCS(=O)(=O)N1Cc1ccc(-c2ccc(Cl)cc2)cc1 (stereo not given) | ?
O=C1C=C(c2cccnc2)CCC1 | 0%
O=C(c1cc(-c2ccncc2)nc2ccc(Cl)cc12)N1CCN(C(=O)C2CCCO2)CC1 (stereo not given) | -1%
CCCCC(=O)Nc1nnc(-c2ccco2)o1 | -24%

# Following part:
# Each structure is followed by: MCF10A rerep, Nrf2 activator, HepG2 viability, TGFb inhibitor, A549 tox, Nrf2 inh, IL1B secr inh, ATXN viability, ATXN2 expr inh
CCOC(=O)c1sc(N=NC2=C(O)CC(C)(C)CC2=O)c(C(=O)OCC)c1C
 : -1%, 0.2%, 2%, 22%, -5%, 1%, 2, i, 8%
O=C(O)CSC1CC(=O)N(c2cccc(Cl)c2)C1=O (stereo not given)
 : -2%, 0.1%, 11%, 0%, -2%, 12%, -2, i, -10%
Cc1nc(-c2ccc(NC(=O)c3ccco3)cc2)cs1
 : -5%, -2.6%, -63%, -13%, 3%, 7.3µM*, -11, i, 4µM*
C[C@H]1CN([C@@H](C)CO)C(=O)c2cc(-c3cccc(F)c3)cnc2O[C@H]1CN(C)C(=O)c1cnccn1
 : ·, -1.2%, 2%, -5%, ·, ·, -14, i, 0%
CC(C)c1nc(CNC(=O)c2cc(COc3c(F)cccc3F)on2)cs1
 : 4%, 3.4%, 2%, -5%, -2%, ?, 0, i, ·
CSc1nc(C(=O)N2CCc3c([nH]c4ccccc34)C2c2ccccn2)cs1 (stereo not given)
 : 4%, 0.2%, -2%, -6%, -3%, -23%, 0, i, -10%
O=C(Cn1cnc([N+](=O)[O-])n1)N/N=C/c1cc(Cl)ccc1O
 : -1%, -0.9%, -30%, -8%, 2%, -8%, 169, i, ?
COc1ccc(Cl)cc1S(=O)(=O)N1CCC(C(=O)NCCc2ccccc2)CC1
 : -1%, 0.3%, -16%, -11%, 2%, -4%, -7, i, -2%
COc1ccc2oc(C(=O)OCC(=O)Nc3ccc(C(=O)N(C)C)cc3)c(C)c2c1
 : 12%, -0.2%, 7%, -2%, -5%, 7%, 32, i, 7%
COC(=O)c1cc(Nc2cc(C)c3ccc(O)cc3n2)cc(C(=O)OC)c1
 : 15µM*, 2.3%, -9%, -17%, 1%, 14%, -65*, i, -26%
O=C(NCCc1ccccc1)C(=O)NC1CCCCC1
 : -13%, -0.2%, 6%, -6%, 4%, ?, ?, i, 9%
CC1CC(C)CN(C(=O)COC(=O)c2ccc(Cl)nc2)C1 (stereo not given)
 : -1%, -0.6%, -1%, 6%, 2%, -14%, 11, i, -19%
O=C(O)c1ccccc1C(=O)NNc1ccc(Cl)cc1Cl
 : ?, 8.2%, 6%, 4%, -3%, 5%, 14, i, ·
Cc1cc(Nc2cccc([N+](=O)[O-])c2)c2cccc(C)c2n1
 : -1%, ?, -31%, -15%, -14%, -9%, -95*, i, ?

# Entries of single compounds as entered above.
# Shown for COC(=O)c1cc(Nc2cc(C)c3ccc(O)cc3n2)cc(C(=O)OC)c1 → MCF10A rerep = 15µM*; Nrf2 activator = 2.3%; HepG2 viability = -9%; TGFb inhibitor = -17%; A549 tox = 1%; Nrf2 inh = 14%; IL1B secr inh = -65*; ATXN viability = i; ATXN2 expr inh = -26%
# Shown for COc1ccc2oc(C(=O)OCC(=O)Nc3ccc(C(=O)N(C)C)cc3)c(C)c2c1 → MCF10A rerep = 12%; Nrf2 activator = -0.2%; HepG2 viability = 7%; TGFb inhibitor = -2%; A549 tox = -5%; Nrf2 inh = 7%; IL1B secr inh = 32; ATXN viability = i; ATXN2 expr inh = 7%
# Shown for COc1ccc(Cl)cc1S(=O)(=O)N1CCC(C(=O)NCCc2ccccc2)CC1 → MCF10A rerep = -1%; Nrf2 activator = 0.3%; HepG2 viability = -16%; TGFb inhibitor = -11%; A549 tox = 2%; Nrf2 inh = -4%; IL1B secr inh = -7; ATXN viability = i; ATXN2 expr inh = -2%

# Bioassay records (PubChem)
